PvdQ acylase: blocks Pseudomonas aeruginosa PvdQ acylase activity; AID 488965; inhibition, % at 10 µM; purified PvdQ acylase, fluorescence plate reader; 0.063% of 340,000 active; in the data active = inhibition above about 30%, passing the limit was not always enough;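 also: 0% = vehicle neutral wells and 100% = reference inhibitor wells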
MITF TRPM1 HTS: MITF TRPM1 promoter activation in melanoma cells. SK-MEL-5 TRPM1-promoter luciferase, 24 h; % of positive control, neutral wells = 0. activation, % at 12.5 µM. 0.75% of 300,000 active. AID 588334;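 active = mean activation of at least 80% with every replicate also reaching 80%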;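 also: 0% = neutral control wells and 100% = parthenolide positive control wells; values of inactives mirror those of a sister screen read the other way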
CAL PDZ FP-1: inhibitors of human CAL PDZ peptide binding; Q9HD26; purified CAL PDZ, TMR-peptide fluorescence polarization, 1 h; inhibition, % at 24.9 µM; 0.92% of 300,000 active; AID 602252;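 active = mean inhibition of at least 30% with at least half of replicates also reaching 30%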;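 also: 0% = DMSO neutral control and 100% = excess unlabeled competitor peptide PRC23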
CAL PDZ FP-2: inhibitors of human CAL PDZ peptide binding; Q9HD26; purified CAL PDZ, TMR-peptide fluorescence polarization, 1 h; inhibition, % at 20 µM; 0.02% of 330,000 active; AID 504414;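 active = highest replicate inhibition of at least 40%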;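 also: plate controls were DMSO neutral control wells for no effect and unlabeled competitor peptide control wells for full effect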
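Test system: tagged CAL PDZ domain / Buffer or medium: sodium phosphate/NaCl buffer pH 7.4 with TCEP, IgG, Thesit / Reagent: TMR-labelled reporter peptide T*-PRC34 bound in PDZ groove / Compound dosing: single point, 20 µM / Schedule: 1 h incubation at room temperature before polarization reading / Technique: fluorescence polarization (mP) / Benchmarks: unlabelled peptide, DMSO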
Rtt109 Vps75: C. albicans Rtt109 histone acetyltransferase inhibition | purified Rtt109/Vps75, ThioGlo CoA-SH fluorescence, 4 h | 0.16% of 330,000 active | AID 540336 | inhibition, % at 34.9 µM;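 active = inhibition of at least 50% in every replicate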
Target sequence (Q5AAJ8 whole entry, looked up): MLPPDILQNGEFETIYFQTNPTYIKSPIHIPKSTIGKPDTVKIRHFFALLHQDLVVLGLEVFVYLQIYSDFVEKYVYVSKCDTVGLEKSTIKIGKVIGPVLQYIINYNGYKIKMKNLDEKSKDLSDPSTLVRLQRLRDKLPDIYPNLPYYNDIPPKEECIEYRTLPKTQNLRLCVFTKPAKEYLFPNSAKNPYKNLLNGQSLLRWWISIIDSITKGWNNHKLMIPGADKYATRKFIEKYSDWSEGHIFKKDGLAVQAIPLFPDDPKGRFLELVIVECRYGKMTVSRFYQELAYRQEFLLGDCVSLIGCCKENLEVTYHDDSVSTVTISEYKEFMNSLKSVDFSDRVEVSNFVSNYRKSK
NSD2 HMT inh: NSD2 (human) methyltransferase inhibition | inhibition, % at 12.5 µM | NSD2 peptide methylation, AlphaScreen, 120 min | O96028 | 0.54% of 310,000 active; in the data active = inhibition above about 50%
PfHsp90 set2: reduces growth (ATP signal) of yeast expressing P. falciparum Hsp90 | 0.32% of 310,000 active | S. cerevisiae expressing PfHsp90, BacTiter-Glo ATP, 48 h; yeast lacking PDR1 and PDR3 efflux regulators | inhibition, % at 9.4 µM;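 active = every replicate shows inhibition above about 80%, whatever the replicate mean, limit read from the data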;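 also: 0% = DMSO neutral controls and 100% = 20 µM radicicol positive controls; yeast relying on Plasmodium falciparum Hsp90 in place of its own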
dFosB activator: enhances mouse delta FosB homodimer DNA binding | 0.99% of 340,000 active | purified delta FosB, TAMRA-CDK5 oligo fluorescence polarization; percent of positive-control signal above neutral wells | activation, % at 25 µM | P13346;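 active = mean activation above about 17%, with every replicate also reaching it, limit read from the data, passing the limit was not always enough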;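 also: fluorescence polarization rise as delta FosB binds a TAMRA Cdk5 AP-1 oligo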
SR-BI DiI inh: blocks mouse SR-BI lipid uptake from DiI-HDL | ldlA[mSR-BI] CHO cells, DiI-HDL uptake fluorescence, 3 h | inhibition, % at 12.5 µM | 0.96% of 320,000 active | AID 488896;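 active = mean replicate inhibition of at least 70% and a set share of replicates each scoring 70 or more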;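 also: 0% = median of neutral control wells and 100% = median of positive control wells; values of inactives mirror those of a sister screen read the other way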
Target sequence (Q61009 whole entry, looked up): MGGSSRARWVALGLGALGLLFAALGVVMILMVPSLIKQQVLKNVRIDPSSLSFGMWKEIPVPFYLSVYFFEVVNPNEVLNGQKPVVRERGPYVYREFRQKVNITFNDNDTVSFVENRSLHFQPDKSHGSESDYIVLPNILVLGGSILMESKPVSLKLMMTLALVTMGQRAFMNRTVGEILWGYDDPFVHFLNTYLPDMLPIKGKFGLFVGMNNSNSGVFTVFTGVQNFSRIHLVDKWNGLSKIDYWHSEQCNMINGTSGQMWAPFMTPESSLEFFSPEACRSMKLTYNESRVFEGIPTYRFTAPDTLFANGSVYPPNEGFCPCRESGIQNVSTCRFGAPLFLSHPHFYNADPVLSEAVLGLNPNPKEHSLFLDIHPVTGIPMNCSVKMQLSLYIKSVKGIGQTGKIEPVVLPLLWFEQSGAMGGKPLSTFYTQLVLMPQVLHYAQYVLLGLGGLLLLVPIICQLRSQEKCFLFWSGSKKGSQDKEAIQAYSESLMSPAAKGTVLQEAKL
SR-BI DiI-HDL act: SR-BI HDL lipid transfer activation. CHO ldlA[mSR-BI] cells, DiI-HDL uptake fluorescence, 3 h; 100 = double the neutral-control signal. activation, % at 12.5 µM. AID 504775. 0.096% of 320,000 active;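 active = mean replicate activation of at least 60% and every replicate at or above 60%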;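 also: 0% = median plate neutral-control signal and 100% = twice that signal; values of inactives mirror those of a sister screen read the other way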
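System: LDL receptor-deficient CHO ldlA cells overexpressing murine SR-BI | Timing: 3 h uptake period with compound, 37 °C | Medium: HEPES-buffered (25 mM, pH 7.4) F12 plus 0.5% BSA | Dosing: Single-point compound dose | Signal: Bottom-read fluorescence, 550/595 nm | Read-out: Retained DiI signal reflecting DiI-HDL uptake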
* hit, by the source's call; . = not tested or not shown.

Codes: A = PvdQ acylase; B = MITF TRPM1 HTS; C = CAL PDZ FP-1; D = CAL PDZ FP-2; E = Rtt109 Vps75; F = NSD2 HMT inh; G = PfHsp90 set2; H = dFosB activator; I = SR-BI DiI inh; J = SR-BI DiI-HDL act
(1) COc1ccccc1C(=O)NCCC(=O)NC(C)CCc1ccccc1 (configuration not stated)
  A: -12.9 | B: 9.1 | C: -5.7 | D: -0.2 | E: . | F: 3.0 | G: 3.9 | H: -5.4 | I: -9.3 | J: 9.3
(2) Cc1cc(C)c(NC(=S)NC(CO)(CO)CO)c(C)c1
  A: 1.4 | B: . | C: . | D: 0.2 | E: -13.0 | F: -0.9 | G: 1.4 | H: -1.1 | I: -3.7 | J: 3.7
(3) CNc1ccc(OC)cc1-n1cnc(-c2ccc([N+](=O)[O-])cc2)c1
  A: -15.1 | B: . | C: 3.3 | D: -0.7 | E: 10.3 | F: -5.1 | G: -23.8 | H: -4.4 | I: 21.9 | J: -21.9
(4) CCCCc1ccc(N2C(=O)[C@@H]3C(CC(N)=O)NC4(C(=O)Nc5ccc(F)cc54)[C@@H]3C2=O)cc1 (some centres not stated)
  A: -14.5 | B: -11.7 | C: -6.4 | D: . | E: 0.2 | F: 4.3 | G: -16.6 | H: -15.4 | I: -4.4 | J: 4.4
(5) NC(=O)[C@@H]1CC2(CC(c3cccc(NC(=O)COc4ccc(Cl)cc4)c3)=NO2)CN1C(=O)COc1ccc(Cl)cc1 (some centres not stated)
  A: -11.1 | B: -21.2 | C: -2.8 | D: 1.2 | E: -6.9 | F: . | G: -5.1 | H: -6.9 | I: 55.6 | J: -55.6
(6) Cc1ccc(OCC(=O)NCc2ccccn2)cc1
  A: -17.9 | B: -7.3 | C: -1.8 | D: -0.5 | E: 4.1 | F: -2.5 | G: -3.8 | H: -1.1 | I: -12.6 | J: 12.6
(7) C[C@@H]1COC(=O)[C@@H](Cc2ccc(F)cc2)CC/C=C\C[C@@H](CC(=O)NCCO)C(=O)N1
  A: -12.3 | B: 0.5 | C: -10.5 | D: -0.7 | E: 1.1 | F: . | G: 7.6 | H: 6.3 | I: -11.7 | J: 11.7
(8) Cc1ccc2c(C)ccc(O)c2n1
  A: -0.6 | B: 4.6 | C: 1.1 | D: 1.1 | E: -7.3 | F: -0.4 | G: -6.5 | H: 1.9 | I: -13.6 | J: 13.6
(9) Cc1noc(C)c1S(=O)(=O)N(C)C[C@H]1Oc2ccc(NC(=O)C3CCCCC3)cc2C(=O)N([C@H](C)CO)C[C@@H]1C
  A: 3.7 | B: 12.1 | C: -2.0 | D: -1.0 | E: 14.0 | F: . | G: 32.3 | H: -2.8 | I: 39.9 | J: -39.9
(10) CCC1SC2=NC(C)=C(C(=O)OCCOC)C(/C=C/c3ccccc3OC)N2C1=O (configuration not stated)
  A: -3.6 | B: . | C: -3.7 | D: 0.0 | E: -5.7 | F: 0.0 | G: . | H: -11.3 | I: -9.4 | J: 9.4
(11) COc1ccc(N=Cc2ccc[nH]2)cc1
  A: 4.5 | B: -7.4 | C: 0.7 | D: -1.9 | E: . | F: 4.1 | G: -0.1 | H: 1.1 | I: 18.2 | J: -18.2
(12) COc1ccccc1NC(=S)N1CCN(Cc2ccc3c(c2)OCO3)CC1
  A: 4.1 | B: 0.1 | C: -5.0 | D: -0.9 | E: 4.7 | F: . | G: -4.9 | H: -0.7 | I: -37.4 | J: 37.4
(13) O=C(O)CCn1c(=O)c2ccccc2c2ccccc2c1=O
  A: -10.6 | B: 8.2 | C: 7.8 | D: -1.7 | E: -6.0 | F: 1.2 | G: 4.9 | H: -2.2 | I: -1.6 | J: 1.6
(14) Cc1ccc2nc3sc(C(=O)NCc4ccco4)c(N)c3cc2c1
  A: -10.4 | B: 57.4 | C: 0.5 | D: . | E: 11.3 | F: 0.7 | G: -2.4 | H: 9.6 | I: 43.9 | J: -43.9
(15) COc1cccc(C2CC(=O)N3CN(c4cccc(Cl)c4C)CSC3=C2C#N)c1OC (configuration not stated)
  A: 1.4 | B: 12.8 | C: 0.8 | D: 1.0 | E: -20.9 | F: . | G: -6.4 | H: -9.6 | I: 22.1 | J: -22.1
(16) Cn1c(CCNC(=O)c2ccco2)nc2cc(NC(=O)c3ccccc3)ccc21
  A: -4.3 | B: 89.0* | C: . | D: -1.7 | E: 6.7 | F: 5.5 | G: -20.4 | H: 4.6 | I: 28.4 | J: -28.4
(17) COc1ccc(N2CCN(Cc3cc(=O)c(OCC(=O)Nc4ccccc4)co3)CC2)cc1
  A: -10.2 | B: -12.6 | C: 0.1 | D: 0.6 | E: 1.3 | F: -2.1 | G: -2.6 | H: -12.3 | I: -3.2 | J: 3.2
(18) O=C(COC(=O)c1nc(Cl)ccc1Cl)NC(=O)c1ccccc1
  A: -14.1 | B: -3.6 | C: 0.5 | D: -1.3 | E: -8.2 | F: -2.2 | G: 4.2 | H: 2.2 | I: -12.3 | J: 12.3
(19) O=C1Nc2ccccc2C12OCCCCO2
  A: -11.6 | B: 0.6 | C: 3.3 | D: . | E: -16.6 | F: -1.3 | G: -20.2 | H: -1.8 | I: -27.9 | J: 27.9
(20) O=C(CSc1ccc(Cl)cc1)Nc1nnc(-c2cccc([N+](=O)[O-])c2)s1
  A: -5.7 | B: . | C: 0.1 | D: -0.2 | E: -7.3 | F: . | G: -14.4 | H: -2.3 | I: -2.7 | J: 2.7
(21) Cc1ccccc1C(=O)NC(=S)Nc1ccc(S(=O)(=O)N2CCOCC2)cc1
  A: 15.1 | B: -4.9 | C: 0.3 | D: -2.3 | E: 6.4 | F: -2.2 | G: -9.2 | H: -7.8 | I: 6.0 | J: -6.0
(22) Cc1cc(C)cc(NC(=O)CCn2c(=O)c3cccn3c3ccccc32)c1
  A: -12.9 | B: -17.9 | C: -3.2 | D: -3.6 | E: 5.8 | F: 2.4 | G: 1.0 | H: -3.9 | I: 81.2* | J: -81.2

Sorted by count of non-hydrogen atoms (ascending): 9 of the compounds above.
Codes: A = PvdQ acylase; B = MITF TRPM1 HTS; C = CAL PDZ FP-1; D = CAL PDZ FP-2; E = Rtt109 Vps75; F = NSD2 HMT inh; G = PfHsp90 set2; H = dFosB activator; I = SR-BI DiI inh; J = SR-BI DiI-HDL act
(11) COc1ccc(N=Cc2ccc[nH]2)cc1
  A: 4.5 | B: -7.4 | C: 0.7 | D: -1.9 | E: . | F: 4.1 | G: -0.1 | H: 1.1 | I: 18.2 | J: -18.2
(19) O=C1Nc2ccccc2C12OCCCCO2
  A: -11.6 | B: 0.6 | C: 3.3 | D: . | E: -16.6 | F: -1.3 | G: -20.2 | H: -1.8 | I: -27.9 | J: 27.9
(13) O=C(O)CCn1c(=O)c2ccccc2c2ccccc2c1=O
  A: -10.6 | B: 8.2 | C: 7.8 | D: -1.7 | E: -6.0 | F: 1.2 | G: 4.9 | H: -2.2 | I: -1.6 | J: 1.6
(18) O=C(COC(=O)c1nc(Cl)ccc1Cl)NC(=O)c1ccccc1
  A: -14.1 | B: -3.6 | C: 0.5 | D: -1.3 | E: -8.2 | F: -2.2 | G: 4.2 | H: 2.2 | I: -12.3 | J: 12.3
(14) Cc1ccc2nc3sc(C(=O)NCc4ccco4)c(N)c3cc2c1
  A: -10.4 | B: 57.4 | C: 0.5 | D: . | E: 11.3 | F: 0.7 | G: -2.4 | H: 9.6 | I: 43.9 | J: -43.9
(12) COc1ccccc1NC(=S)N1CCN(Cc2ccc3c(c2)OCO3)CC1
  A: 4.1 | B: 0.1 | C: -5.0 | D: -0.9 | E: 4.7 | F: . | G: -4.9 | H: -0.7 | I: -37.4 | J: 37.4
(16) Cn1c(CCNC(=O)c2ccco2)nc2cc(NC(=O)c3ccccc3)ccc21
  A: -4.3 | B: 89.0* | C: . | D: -1.7 | E: 6.7 | F: 5.5 | G: -20.4 | H: 4.6 | I: 28.4 | J: -28.4
(15) COc1cccc(C2CC(=O)N3CN(c4cccc(Cl)c4C)CSC3=C2C#N)c1OC (configuration not stated)
  A: 1.4 | B: 12.8 | C: 0.8 | D: 1.0 | E: -20.9 | F: . | G: -6.4 | H: -9.6 | I: 22.1 | J: -22.1
(17) COc1ccc(N2CCN(Cc3cc(=O)c(OCC(=O)Nc4ccccc4)co3)CC2)cc1
  A: -10.2 | B: -12.6 | C: 0.1 | D: 0.6 | E: 1.3 | F: -2.1 | G: -2.6 | H: -12.3 | I: -3.2 | J: 3.2

Source: PubChem
